Dynein cargo inh: dynein cargo transport inhibition | 3617.4 mouse cells, GR-EGFP nuclear translocation imaging; test concentration mostly 20 µM; stimulated with dexamethasone, 1 µM; hits give low values | z-score, hits read low | 220,000 compounds, 0.47% hits | AID 1381;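 active = plate z-score of nuclear minus cytoplasmic receptor signal below a set negative limit, without overly bright fluorescence or cell loss, cut at about -3.5 in these data, passing the limit was not always enough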;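 note: z-score of nuclear minus cytoplasmic ring GR-EGFP intensity difference per well; some compounds called inactive have numbers as strong as hits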
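Medium: Induction medium lacking tetracycline, stripped serum | Probe or stimulus: 1.0 µM final dexamethasone stimulus | Schedule: 48 h induction, then 1 h compound, then 30 min agonist, 37 °C | Signal: Automated 10x imaging of fixed Hoechst-stained cells | Evaluation: Per-cell GR-EGFP intensity, nucleus versus surrounding cytoplasmic ring, well-averaged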
bCat nuc transl: beta-catenin nuclear translocation modulation | HeLa beta-catenin nuclear translocation, immunofluorescence imaging | 190,000 compounds, 0.3% hits | nuclear translocation activity, % at 5 µM;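 active = nuclear translocation activity above 50% at 5 µM, with a well cell count of 50 or more; inconclusive = wells under 50 cells across six images, flagged as toxic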;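 note: per-cell ratio of nuclear to cytoplasmic median beta-catenin stain intensity; plate controls were DMSO negative control for no effect and GSK-3 inhibitor IX positive control for full effect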
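System: HeLa cells, endogenous beta-catenin; compound dosing: 5 µM primary single dose, 0.1% DMSO, 0.02–20 µM confirmation series; incubation: 24 h compound exposure at 37°C, 5% CO2; signal: beta-catenin immunofluorescence imaging with DAPI; evaluation: % activation, nuclear-to-cytoplasmic median beta-catenin signal ratio per cell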
UTI89 phage lysis: inhibition of K1F phage lysis, E. coli UTI89, bacterial capsule biogenesis inhibitors, alamar blue (AID 488966); inhibition, % at 100 µM, or IC50 in µM where a hit was titrated; 340,000 compounds, 0.02% hits; E. coli UTI89 K1F phage lysis, alamar blue, 2 h; higher % means a stronger effect;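 active = phage lysis inhibition, versus mean bacterial control, above a set limit; inconclusive = no clear call, values can overlap the other calls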;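 note: capsule biogenesis inhibitors block K1F phage lysis so surviving cells raise fluorescence; higher fluorescence means more inhibition of phage lysis; actives were called in the ten point dose series up to 300 µM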
MT stabilize HCS: microtubule stabilizers in HeLa cells; 200,000 compounds, 0.83% hits; % tubulin-high responders, % at 10 µM; HeLa tubulin immunostaining HCS, 24 h; share of cells brighter than vehicle mean+2SD; AID 2205;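 active = plate Z-score above 3 for both tubulin-high and condensed-nucleus cell shares, with cell loss under 80%, at 10 µM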;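 note: anti alpha tubulin signal scored within the nucleus-defined area of each cell; some results filed as inactive read as strong as hits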
Autophagy mod: alters autophagy in cells; MEF GFP-LC3 puncta imaging; test concentration mostly 10 µM; calls only at 10 µM (by protocol); 190,000 compounds, 0.98% hits;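 active = percentage of spot-positive cells more than 3 SD above its plate mean, without a fluorescence outlier flag or 80% toxicity; inconclusive = no clear call, values can overlap the other calls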;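 note: spot-positive cell cutoff set from DMSO-treated cells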
P. falciparum M17LAP: P. falciparum M17LAP inhibitors, primary screen, biochemical, fluorogenic H-Leu-NHMec substrate, 1536-well (AID 1619); 220,000 compounds, 0.38% hits; one-dose inhibition, % at 30 µM; IC50 in µM for titrated hits; recombinant M17LAP, H-Leu-NHMec fluorogenic kinetic assay; higher % means a stronger effect;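 active = compound inhibiting the enzyme by more than half at any dose during confirmatory dose-response retesting; inconclusive = strong single-dose inhibitors picked by rank but not retested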;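 note: plate controls were full reaction with DMSO carrier for no effect and no enzyme background for full effect; strong numbers were not always called active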
ER stress rescue: protection against thapsigargin-triggered cell killing – 384-well, CSM14.1, ATP luminescence, primary screen (AID 1222); CSM14.1 thapsigargin-induced death rescue, ATP luminescence; higher % means a stronger effect; one-dose cellular ATP content (survival), % at 20 µM; EC50 in µM for titrated hits; 190,000 tested, under 10 active;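 active = EC50 below 50 µM in the dose-response confirmation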;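 note: death triggered by thapsigargin at about 15 µM added after 2 h compound pretreatment; cell ATP read after overnight thapsigargin exposure of roughly 18 to 22 hours; normalized against plate controls of thapsigargin alone and 5% DMSO vehicle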
P. falciparum M1AAP: P. falciparum M1AAP inhibitors, biochemical, fluorogenic H-Leu-NHMec substrate, 1536-well (AID 1445); recombinant M1AAP, H-Leu-NHMec fluorogenic kinetic assay; higher % means a stronger effect; inhibition, % at 30 µM, or IC50 in µM where a hit was titrated; 220,000 compounds, 0.42% hits;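 active = primary inhibition above the hit cutoff, then over 50% inhibition at one or more dose response concentrations, cut at about 23% in these data, passing the limit was not always enough; inconclusive = conflicting primary data, or primary hits not chosen for dose response; inactive = low primary inhibition, or under 50% at every dose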;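 note: plate controls were DMSO full reaction for no effect and no enzyme background for full effect; strong numbers were not always called active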
Ins promoter up: MIN6 insulin promoter up-regulation | MIN6 insulin promoter-GFP reporter, high-content imaging; hits give high values | z-score at 5 µM | 190,000 compounds, 0.3% hits | AID 1625;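 active = z-score above 3 at 5 µM with at least 500 cells counted in the well; inconclusive = wells under 500 cells, flagged as cytotoxic or low count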
Dynein cargo inh cytoplasmic EGFP: recorded beside Dynein cargo inh, whose call it bears; z-score; measured here: cytoplasmic GR-EGFP intensity; hits give high values
Dynein cargo inh nuclear GR-EGFP: recorded beside Dynein cargo inh, whose call it bears; z-score; measured here: nuclear GR-EGFP intensity;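 lower value marks the stronger effect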
Dynein cargo inh cell count: recorded beside Dynein cargo inh, whose call it bears; z-score; measured here: cell count per field
Ins promoter up cell count: second read-out of Ins promoter up, no call of its own (marks repeat the call); cell count; measured here: cytotoxicity, nuclei count;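 total cells summed across four imaged fields per well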
bCat nuc transl cell count 5 µM: also measured in bCat nuc transl; calls as there; cell count; measured here: cell count, cytotoxicity flag
MT stabilize HCS Hoechst-high %: also measured in MT stabilize HCS; calls as there; % Hoechst-high responders; measured here: nuclear condensation Hoechst responders;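 share of cells brighter than vehicle mean plus two SD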
MT stabilize HCS cytotoxicity %: recorded beside MT stabilize HCS, whose call it bears; toxicity, %; measured here: cytotoxicity by cell density;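 0% = mean cell density of plate MIN control wells and 100% = no cells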
Autophagy mod cell loss 18 h: further read-out of Autophagy mod, marked with its call; toxicity, %; measured here: cell loss, nuclei count;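 cell loss after 18 h compound exposure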
* hit, by the source's call; [ ] = dose if it differs, or a comment. Rows were taken by chance; any-hit rate near 2.9%.

How did CCN1C(=O)S/C(=C/c2c(OCc3ccc(C(=O)O)cc3)ccc3ccccc23)C1=O do in these assays?
Dynein cargo inh: 1.27; UTI89 phage lysis: -2.5%[50 µM]; MT stabilize HCS: 4.0; Autophagy mod: inactive; P. falciparum M17LAP: inconclusive; ER stress rescue: -5.1%; P. falciparum M1AAP: 9.6%; Ins promoter up: 0.08; Dynein cargo inh cytoplasmic EGFP: -0.161; Dynein cargo inh nuclear GR-EGFP: 0.925; Dynein cargo inh cell count: -1.71; Ins promoter up cell count: 1205; MT stabilize HCS Hoechst-high %: 2.6; MT stabilize HCS cytotoxicity %: 6.0; Autophagy mod cell loss 18 h: -4.8

Results for O=C(NCc1ccccn1)c1cccc(NS(=O)(=O)c2cccc(Cl)c2)c1 ?
Dynein cargo inh: -0.277; bCat nuc transl: 5.3; UTI89 phage lysis: 0.7%[50 µM]; MT stabilize HCS: 2.0; Autophagy mod: inactive; P. falciparum M17LAP: 11.6%; ER stress rescue: 0.3%; P. falciparum M1AAP: 7.8%; Ins promoter up: -0.51; Dynein cargo inh cytoplasmic EGFP: 0.0967; Dynein cargo inh nuclear GR-EGFP: 0.529; Dynein cargo inh cell count: -0.238; Ins promoter up cell count: 1186; bCat nuc transl cell count 5 µM: 483; MT stabilize HCS Hoechst-high %: 1.8; MT stabilize HCS cytotoxicity %: 4.0; Autophagy mod cell loss 18 h: 16.8

What do the screens show for `CCO/N=C(/C)c1c(O)cc(-c2ccccc2)n(-c2ccccc2)c1=O`?
Dynein cargo inh: 0.00491; bCat nuc transl: -0.1; UTI89 phage lysis: 1.5%[50 µM]; MT stabilize HCS: 1.7; Autophagy mod: inactive; P. falciparum M17LAP: 26.6%; ER stress rescue: -0.7%; P. falciparum M1AAP: 2.0%; Ins promoter up: 0.32; Dynein cargo inh cytoplasmic EGFP: -0.135; Dynein cargo inh nuclear GR-EGFP: 0.396; Dynein cargo inh cell count: -0.775; Ins promoter up cell count: 1247; bCat nuc transl cell count 5 µM: 947; MT stabilize HCS Hoechst-high %: 2.1; MT stabilize HCS cytotoxicity %: 2.7; Autophagy mod cell loss 18 h: 10.8

How did Cn1nc(C(F)(F)F)c2cc(NC(=O)OCc3ccc(F)cc3)sc21 do in these assays?
Dynein cargo inh: 0.0621; bCat nuc transl: -0.4; UTI89 phage lysis: 1.9%; MT stabilize HCS: 1.8; Autophagy mod: inactive; P. falciparum M17LAP: 7.3%; ER stress rescue: -1.6%; P. falciparum M1AAP: 6.5%; Ins promoter up: 0.88; Dynein cargo inh cytoplasmic EGFP: -0.19; Dynein cargo inh nuclear GR-EGFP: 0.877; Dynein cargo inh cell count: 0.364; Ins promoter up cell count: 1156; bCat nuc transl cell count 5 µM: 784; MT stabilize HCS Hoechst-high %: 1.9; MT stabilize HCS cytotoxicity %: 6.6; Autophagy mod cell loss 18 h: 17.9

How did O=[N+]([O-])c1ccccc1/C=N/N1CCN(c2ccc(Cl)cc2)CC1 do in these assays?
Dynein cargo inh: 0.109; bCat nuc transl: -1.3; UTI89 phage lysis: 0.1%; MT stabilize HCS: 3.6; Autophagy mod: inactive; P. falciparum M17LAP: -11.2%; ER stress rescue: -2.3%; P. falciparum M1AAP: 1.1%; Ins promoter up: -0.18; Dynein cargo inh cytoplasmic EGFP: -0.233; Dynein cargo inh nuclear GR-EGFP: -0.137; Dynein cargo inh cell count: 0.239; Ins promoter up cell count: 1883; bCat nuc transl cell count 5 µM: 1016; MT stabilize HCS Hoechst-high %: 1.5; MT stabilize HCS cytotoxicity %: 8.2; Autophagy mod cell loss 18 h: 22.1

What do the screens show for `CCN1CCN(c2nc(SC)nc3sc4c(c23)CC(C)(C)OC4)CC1`?
Dynein cargo inh: 1.42; bCat nuc transl: -2.9; UTI89 phage lysis: -0.4%; MT stabilize HCS: 3.7; Autophagy mod: inactive; P. falciparum M17LAP: 5.5%; ER stress rescue: -3.7%; P. falciparum M1AAP: -8.0%; Ins promoter up: -1.2; Dynein cargo inh cytoplasmic EGFP: -0.0288; Dynein cargo inh nuclear GR-EGFP: 1.23; Dynein cargo inh cell count: -0.222; Ins promoter up cell count: 608; bCat nuc transl cell count 5 µM: 729; MT stabilize HCS Hoechst-high %: 2.0; MT stabilize HCS cytotoxicity %: 7.9; Autophagy mod cell loss 18 h: 15.0

How did COc1ccc(NC(=O)COc2nc(N(C)C)nc(N(C)C)n2)cc1 do in these assays?
Dynein cargo inh: 1.55; bCat nuc transl: -0.5; UTI89 phage lysis: 3.3%; MT stabilize HCS: 2.9; Autophagy mod: inactive; P. falciparum M17LAP: 10.6%; ER stress rescue: -2.5%; P. falciparum M1AAP: -10.9%; Ins promoter up: -0.18; Dynein cargo inh cytoplasmic EGFP: -0.104; Dynein cargo inh nuclear GR-EGFP: 0.79; Dynein cargo inh cell count: -0.777; Ins promoter up cell count: 1242; bCat nuc transl cell count 5 µM: 1105; MT stabilize HCS Hoechst-high %: 2.0; MT stabilize HCS cytotoxicity %: 5.0; Autophagy mod cell loss 18 h: 0.9

How did Clc1ccc(/C(Cc2nc3ccccc3[nH]2)=N\Nc2ccccc2)cc1 do in these assays?
Dynein cargo inh: -0.564; bCat nuc transl: 7.4; UTI89 phage lysis: -0.3%; MT stabilize HCS: 2.3; Autophagy mod: inactive; P. falciparum M17LAP: 3.6%; ER stress rescue: -3.2%; P. falciparum M1AAP: 0.9%; Ins promoter up: 0.53; Dynein cargo inh cytoplasmic EGFP: -0.0863; Dynein cargo inh nuclear GR-EGFP: -0.13; Dynein cargo inh cell count: -0.14; Ins promoter up cell count: 1240; bCat nuc transl cell count 5 µM: 925; MT stabilize HCS Hoechst-high %: 2.7; MT stabilize HCS cytotoxicity %: 6.2; Autophagy mod cell loss 18 h: -6.3

How did CCn1c(SCC(=O)N2c3ccccc3Sc3ccccc32)nnc1-c1ccco1 do in these assays?
Dynein cargo inh: 0.0708; bCat nuc transl: 0.8; UTI89 phage lysis: -1.1%; MT stabilize HCS: 0.8; Autophagy mod: inactive; P. falciparum M17LAP: -6.1%; ER stress rescue: 2.4%; P. falciparum M1AAP: 9.1%; Ins promoter up: -0.87; Dynein cargo inh cytoplasmic EGFP: -0.231; Dynein cargo inh nuclear GR-EGFP: 0.104; Dynein cargo inh cell count: -0.634; Ins promoter up cell count: 1198; bCat nuc transl cell count 5 µM: 981; MT stabilize HCS Hoechst-high %: 2.1; MT stabilize HCS cytotoxicity %: 8.6; Autophagy mod cell loss 18 h: -6.2

What do the screens show for `CCOC(=O)N1CCN(S(=O)(=O)c2ccc(C(=O)Nc3nc4c(s3)CC(C)CC4)cc2)CC1` (stereo unspecified)?
Dynein cargo inh: -0.215; bCat nuc transl: 0.8; UTI89 phage lysis: 0.0%; MT stabilize HCS: 19.9; Autophagy mod: active; P. falciparum M17LAP: -5.7%; ER stress rescue: -2.0%; P. falciparum M1AAP: 0.5%; Ins promoter up: -1.09; Dynein cargo inh cytoplasmic EGFP: -0.277; Dynein cargo inh nuclear GR-EGFP: 0.1; Dynein cargo inh cell count: -0.0722; Ins promoter up cell count: 1319; bCat nuc transl cell count 5 µM: 1344; MT stabilize HCS Hoechst-high %: 15.2; MT stabilize HCS cytotoxicity %: 12.3; Autophagy mod cell loss 18 h: 2.8*

How did C/C(=N\O)c1ccccc1C(=O)O do in these assays?
Dynein cargo inh: -0.774; bCat nuc transl: -1.7; UTI89 phage lysis: 0.1%; MT stabilize HCS: 1.9; P. falciparum M17LAP: -5.8%; ER stress rescue: 0.1%; P. falciparum M1AAP: 1.9%; Ins promoter up: 0.7; Dynein cargo inh cytoplasmic EGFP: -0.201; Dynein cargo inh nuclear GR-EGFP: -0.0941; Dynein cargo inh cell count: 0.0796; Ins promoter up cell count: 1570; bCat nuc transl cell count 5 µM: 1306; MT stabilize HCS Hoechst-high %: 2.6; MT stabilize HCS cytotoxicity %: 8.3

How did COc1ccc2c(c1)c(C(=O)CN1CCN(c3ccccc3)CC1)c(C)n2C do in these assays?
Dynein cargo inh: -0.833; bCat nuc transl: -1.0; P. falciparum M17LAP: -0.5%; P. falciparum M1AAP: 4.7%; Ins promoter up: -0.47; Dynein cargo inh cytoplasmic EGFP: -0.192; Dynein cargo inh nuclear GR-EGFP: -0.538; Dynein cargo inh cell count: 0.775; Ins promoter up cell count: 1238; bCat nuc transl cell count 5 µM: 1111

How did COc1ccccc1Cn1c(C(C)C)nc2ccccc21 do in these assays?
Dynein cargo inh: 0.0214; bCat nuc transl: 1.1; UTI89 phage lysis: 0.2%; P. falciparum M17LAP: 2.0%; P. falciparum M1AAP: 5.4%; Ins promoter up: -0.14; Dynein cargo inh cytoplasmic EGFP: -0.266; Dynein cargo inh nuclear GR-EGFP: -0.103; Dynein cargo inh cell count: 0.219; Ins promoter up cell count: 1079; bCat nuc transl cell count 5 µM: 1304

Results for C(=N\Nc1nc2ccccc2[nH]1)/C1CCCCC1 ?
Dynein cargo inh: -0.447; bCat nuc transl: -3.0; UTI89 phage lysis: 1.4%; MT stabilize HCS: 2.8; Autophagy mod: inactive; P. falciparum M17LAP: 14.4%; ER stress rescue: -1.6%; P. falciparum M1AAP: -6.0%; Ins promoter up: 1.3; Dynein cargo inh cytoplasmic EGFP: -0.154; Dynein cargo inh nuclear GR-EGFP: -0.167; Dynein cargo inh cell count: 0.523; Ins promoter up cell count: 1041; bCat nuc transl cell count 5 µM: 990; MT stabilize HCS Hoechst-high %: 3.6; MT stabilize HCS cytotoxicity %: 5.1; Autophagy mod cell loss 18 h: 16.1

From PubChem BioAssay
